Screening data deposited in PubChem by National Center for Advancing Translational Sciences (NCATS).
POLB inh: DNA polymerase beta (human) inhibition; P06746; Pol beta primer extension/strand displacement, fluorescence kinetic; Potency, µM (doses to about 114 µM), for the others: top-dose activity change, negative = inhibition, usual class: inhibitors; 340,000 tested, 1.3% active; AID 485314; note: % is set by controls: 0 for no effect and ±100 for the full control effect
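Values derive from four-parameter Hill fits of normalized kinetic data: reads at 0 and 10 min following addition of 50 nM substrate to 10 nM Pol beta preincubated 15 min with compound.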
Anesthetic bind: binds horse apoferritin like a general anesthetic; P02791; apoferritin/1-aminoanthracene competitive binding, fluorescence; Potency, µM (top dose mostly 77.5 µM), for inactives: at the top dose activity change, negative = displacement, usual class: inhibitors; 350,000 tested, 0.074% active; note: % is set by controls: 0 for no effect and ±100 for the full control effect; nearly all actives have a fitted effect of over 20% in size
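10 uM apoferritin + 50% sat. 1-AMA, PBS; cpd 10 min RT; Ex380/Em535 endpoint; normalized to free probe vs complex; 4-param Hill fit; propofol titration as pos. ctrl.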
Pol iota inh: DNA polymerase iota (human) inhibition; Pol iota fluorescent replication assay, 10 min; Potency, µM (series often up to 115 µM), without a hit: at the highest dose activity, negative = inhibition, actives largely listed as inhibitors; 390,000 tested, 1% active
Target sequence (Q9UNA4 whole entry, looked up): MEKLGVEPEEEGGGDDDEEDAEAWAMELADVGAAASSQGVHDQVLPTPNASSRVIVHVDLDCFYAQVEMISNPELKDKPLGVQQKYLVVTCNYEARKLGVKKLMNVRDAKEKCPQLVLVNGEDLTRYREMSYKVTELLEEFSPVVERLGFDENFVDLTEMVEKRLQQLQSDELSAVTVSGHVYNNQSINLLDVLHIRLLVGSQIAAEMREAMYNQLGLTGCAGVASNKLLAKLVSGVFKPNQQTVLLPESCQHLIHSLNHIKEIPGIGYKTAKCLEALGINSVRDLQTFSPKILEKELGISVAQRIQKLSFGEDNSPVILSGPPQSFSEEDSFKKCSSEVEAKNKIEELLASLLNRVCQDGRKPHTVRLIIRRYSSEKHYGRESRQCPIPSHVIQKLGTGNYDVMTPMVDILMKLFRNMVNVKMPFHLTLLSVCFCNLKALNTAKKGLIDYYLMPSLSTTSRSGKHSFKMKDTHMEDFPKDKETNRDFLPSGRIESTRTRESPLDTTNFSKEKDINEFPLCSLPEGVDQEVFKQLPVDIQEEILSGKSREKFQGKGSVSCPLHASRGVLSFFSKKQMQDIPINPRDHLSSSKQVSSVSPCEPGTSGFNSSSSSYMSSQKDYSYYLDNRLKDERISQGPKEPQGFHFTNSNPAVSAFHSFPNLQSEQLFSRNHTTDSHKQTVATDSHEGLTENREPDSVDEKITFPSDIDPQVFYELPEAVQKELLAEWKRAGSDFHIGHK
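Pol iota at 10 nM preincubated 15 min with compounds at room temperature; reaction started with fluorescent substrate, 50 nM final. Fluorescence read kinetically at 0 and 10 min; buffer-only wells as negative control.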
POLK inh: blocks human DNA polymerase kappa activity; purified Pol kappa, fluorescent DNA synthesis assay, 10 min; Potency, µM (top dose mostly 107 µM), for the others: at the highest dose activity, negative = inhibition, hits mostly inhibitors; Q9UBT6; 400,000 tested, 0.53% active; note: % is set by controls: 0 for no effect and ±100 for the full control effect
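Enzyme at 10 nM met test compounds for 15 min at room temperature. Substrate addition (50 nM final) began the reaction, which was monitored by fluorescence at 0 and 10 min.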
G9a inh: inhibitors of human histone lysine methyltransferase G9a | Q96KQ7 | 350,000 tested, 8.8% active | G9a H3K9 monomethylation, AlphaScreen, 2 h | AID 504332 | Potency, µM (highest dose often 102 µM), inactives show at the highest dose activity, negative = inhibition, actives largely listed as inhibitors; note: % is set by controls: 0 for no effect and ±100 for the full control effect; nearly all actives have a fitted effect of over 75% in size
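Step 1: enzyme (final 20 nM) with compound, 15 min RT. Step 2: substrate peptide 500 nM and SAM 20 uM, 2 h RT. Step 3: anti-H3K9me1 antibody and AlphaScreen beads, 10 min, then plate read.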
POLH inh: DNA polymerase eta (human) inhibition; Q9Y253; recombinant Pol eta, fluorescent DNA replication assay; Potency, µM (top dose mostly 114 µM), without a hit: at the top dose activity change, negative = inhibition, hits mostly inhibitors; 390,000 tested, 1.2% active; AID 588591; note: % is set by controls: 0 for no effect and ±100 for the full control effect
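Fluorescent replication assay: 50 nM final substrate added after a 15 min room-temperature compound preincubation with 10 nM enzyme. Signal taken at 0 min and again at 10 min.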
BAZ2B block: blocks human BAZ2B | Q9UIF8 | AlphaScreen BAZ2B-H3K14Ac peptide displacement | Potency, µM (series often up to 114 µM), without a hit: at the highest dose activity change, negative = inhibition, actives largely listed as inhibitors | 360,000 tested, 4.4% active; note: % is set by controls: 0 for no effect and ±100 for the full control effect; nearly all actives have a fitted effect of over 60% in size
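Complex of BAZ2B and biotin-H3K14Ac (50 nM apiece) forms over 30 min at RT, then faces library compounds up to 110 uM for another 30 min; AlphaScreen beads added, 20 min dark incubation, luminescence read.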
APEX1 inh: APE1 (human) endonuclease inhibition | 350,000 tested, 0.35% active | recombinant APE1, TAMRA/BHQ-2 abasic DNA cleavage fluorescence | Potency, µM (series often up to 65.8 µM), for the others: at the top dose activity change, negative = inhibition, actives largely listed as inhibitors;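 note: plate controls were vehicle for no effect and reference inhibitor for full effect; nearly all actives have a fitted effect of over 55% in size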
Target sequence (P27695 whole entry, looked up): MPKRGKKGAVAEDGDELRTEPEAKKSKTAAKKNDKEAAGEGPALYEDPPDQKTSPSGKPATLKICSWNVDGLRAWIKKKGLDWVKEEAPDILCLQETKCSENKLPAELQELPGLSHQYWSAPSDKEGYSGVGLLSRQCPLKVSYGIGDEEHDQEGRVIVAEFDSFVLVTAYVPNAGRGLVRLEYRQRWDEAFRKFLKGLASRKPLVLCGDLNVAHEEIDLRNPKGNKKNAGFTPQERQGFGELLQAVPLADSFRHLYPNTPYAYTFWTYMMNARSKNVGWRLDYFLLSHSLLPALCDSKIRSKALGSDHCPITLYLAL
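Enzyme (0.75 nM final) and test compound are incubated 15 min at room temperature before adding 50 nM quenched THF abasic-site duplex. Cleavage dequenches TAMRA, followed at 525/598 nm over three reads one minute apart.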
BLM helicase inh: inhibitors of human Bloom syndrome helicase BLM | P54132 | recombinant BLM DNA unwinding, fluorescence dequenching | Potency, µM (top dose mostly 56.1 µM), without a hit: top-dose activity change, negative = inhibition, actives largely listed as inhibitors | 350,000 tested, 0.2% active;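 note: plate controls were vehicle for no effect and no enzyme for full effect; nearly all actives have a fitted effect of over 35% in size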
* marks the source's active call; other numbers are inactive results; u = inconclusive; x = no result given; & = joins results of further samples; [ ] = another dose, or the depositor's remark. Calls come from the whole dose curve; as a rule, active = well fitted curve in the direction sought with a large enough effect; inconclusive = small, poorly fitted or top-dose-only effect, or another doubt; inactive = no such curve, though single readings can be large; an effect the other way counts as inactive or inconclusive. Potency is the fitted concentration of half-maximal effect. A portion of the library; count on the stated rates, not on these rows.

The line under a structure holds: POLB inh | Anesthetic bind | Pol iota inh | POLK inh | G9a inh | POLH inh | BAZ2B block | APEX1 inh | BLM helicase inh
> O=C1C2(c3ccccc3)CN(CCO)CC1(c1ccccc1)CN(CCO)C2
  1% | 2% | -1% | -9% | u | -20% | 8% | 10% | 1%
> Cc1cc(C)c(C)c(S(=O)(=O)Nc2ccccc2C(=O)NN2CCOCC2)c1C
  x | x | 4% | 3% | x | -9% | x | -2% | x
> NC1=NC(=O)/C(=C\c2ccsc2)S1
  -22% | -2% | 17% | -13% | -16% | -9% | -17% | 1% | 3%
> COc1ccc(CN2CCCN(CC(=O)Nc3cc(C)ccc3C)S2(=O)=O)cc1
  -2% | -1% | 17% | 0% | 3%[59 µM] | 1% | -2% | x | -1%
> Cc1ccc(NC(=O)CSc2nc3ccc(NC(=O)CCc4ccccc4)cc3s2)c(C)c1
  1% | -4% | 21% | 8% | 3%[59 µM] | -16% | -10% | x | -4%
> Cc1cccc(N(C)S(=O)(=O)c2ccc(-c3cnc(C4CC4)o3)cc2)c1
  2% | -2% | -25% | -12% | x | -12% | -10% | -9% | -8%
> CCN(CC(=O)Nc1ccc(NC(C)=O)cc1)C(=O)c1sc2nc3n(c(=O)c2c1C)CCC3
  x | x | 40%[activator] | -22% | 4%[12.7 µM] | -21% | 8% | 18% | x
> CCOc1ccc(OCC)c(NC(=O)C2CCN(S(=O)(=O)c3ccc4c(c3)CC(C)N4C(C)=O)CC2)c1 (stereo unspecified)
  -2%&5% | -12%&30% | 31%&4%[activator] | -7%&2% | -3%[59 µM] | 5%&-10% | -8%&12% | -13% | -5%&-1%
> CN1C2C=C3C(C#N)=C(N)C(C#N)(C#N)[C@H](c4c(F)cccc4F)[C@H]3C1CC2 (stereo partly specified)
  3% | -2% | -16% | -5% | 50µM* | 4% | u | 2% | -4%
> CC1=C/C(=C\c2ccc3c(c2)OCO3)C(=O)S1
  0% | u | 53%[activator] | -8% | 25µM* | -16% | u | 3% | -4%
> O=C1CSC(c2ccccc2F)N1c1cc(Cl)ccc1O (stereo unspecified)
  19% | u | 5% | -9% | 49%[12.7 µM] | -26% | 2% | -6% | -3%
> COc1cccc(CNC(=O)C2CCN(S(=O)(=O)c3cn(C)cn3)CC2)c1
  14% | 14% | -9% | -8%[60.1 µM] | 14%[59 µM] | -10% | -5% | x | -2%
> c1ccc(NC2=NCCN2CCCC2CCCCC2)cc1
  x | x | u | -8% | 15%[2.33 µM] | -14% | 2% | -1% | x
> O=C(Cc1ccc(Cl)cc1)NNC(=S)NC(=O)c1cccnc1
  17% | -4% | -12% | -6% | x | -7% | 12% | 10% | -6%
> O=C1C=CC(=O)C(C2=C3C(=O)N(CCc4ccccc4)CC(=O)N3CCC2)=C1
  2% | 0% | u | -23% | 1.3µM* | -13% | 50µM* | -5% | -11%
> COc1cccc(-n2c(SCC(N)=O)nnc2-c2ccco2)c1
  36%[activator] | -2% | 37%[activator] | -9% | 24% | -1% | -13% | 7% | -3%
> CC1CCCC(C)N1C(=O)CSc1nnc(C2CCCCC2)o1 (stereo unspecified)
  19% | -6% | u | -28% | -46% | u | 26% | 0% | 3%
> Cc1ccccc1Cn1c(CN2CCCC(C)C2)nc2c1c(=O)n(C)c(=O)n2C (stereo unspecified)
  0% | -8% | 19% | 6% | -2%[59 µM] | -13% | x | x | 1%
> CNC(=O)COc1coc(CN2CCN(c3ccccc3)CC2)cc1=O
  32% | -3% | -27% | -3% | -8% | -18% | -8% | 39%[activator] | -1%
> CCOC(=O)N1CCN(C(=O)c2cc3c(s2)-c2ccc(Cl)cc2S(=O)(=O)C3)CC1
  3% | -4% | 26% | 1% | -22% | 4% | x | -3% | 2%
> CCOC(=O)C1(CC2CC2)CCN(C(=O)c2cccnc2C)CC1
  u | -5% | -16% | 6% | -8%[0.501 µM] | -9% | 5% | -5% | -3%
> O=C(CSc1nc2nc3c(cc2c(=O)n1-c1ccccc1)CCCC3)Nc1cccc2ccccc12
  33% | 2% | 116%[activator] | -6% | 24%[59 µM] | -16% | 2% | -6% | -4%
> COc1ccc(C2=CC(c3cccc(C)c3)n3nnnc3N2)cc1 (stereo unspecified)
  4% | 85%[activator] | u | -14%[60.1 µM] | u | -10% | 1% | x | 4%
> CSc1ccccc1C(=O)Nc1ccc(C)c(C)c1
  1% | -23% | 17% | -4% | 20%[2.33 µM] | 1% | 11% | 0% | -2%
> c1ccc2c(c1)oc1c(N3CCN(Cc4ccc5c(c4)OCO5)CC3)ncnc12
  -3% | -13% | -11% | -1% | u | -11% | u | 0% | 2%
> O=C(CN1CCCc2ccccc21)Nc1cc(S(=O)(=O)N2CCCC2)ccc1Cl
  x | x | 38%[activator] | 1% | 25µM* | -22% | -31% | -9% | x
> O=C(/C=C/c1ccccc1)Nc1nc(-c2cccs2)ns1
  2% | 3% | u | -5% | 6%[59 µM] | -25% | -15% | x | -10%
> COc1ccc(S(=O)(=O)N2CCCCCC2)cc1C(=O)N(C)Cc1ccc(C)cc1
  x | x | 19% | -9% | -7% | -18% | 1% | 9% | x
> CCN(C[C@H]1N[C@@](Cc2ccccc2)(C(=O)OC)[C@H]2C(=O)N(Cc3ccccc3)C(=O)[C@@H]12)C(=O)COC
  x | x | u | -17% | x | -10% | x | 10% | x
> CN1CCN(C(=O)c2ccc(NS(=O)(=O)c3ccccc3)cc2)CC1
  21% | -3% | 20% | 9% | u | 1% | -1% | 9% | -8%
> COc1ccc(N2CCN(C(=O)CCCC(=O)c3ccccc3)CC2)cc1
  -8% | -17% | 24% | -5% | -14% | -9% | u | 29% | 0%
> O=c1[nH]cnc2c1ncn2[C@@H]1O[C@H](COS(=O)(=O)O)[C@@H](O)[C@H]1O
  x | x | 25% | 7% | x | 0% | x | 42% | x
> CCOCCCn1c(SCC(=O)NC(C)C)nc2ccccc2c1=O
  22% | -9% | 10% | -7% | 2%[59 µM] | -5% | 8% | -1% | -2%
> O=C(CNC(=O)[C@@H]1Cc2ccccc2CN1)NC1CCCCC1
  1% | -2% | u | -11% | -25% | -11% | -7%[57.1 µM] | 5% | -1%
> O=C(NC(=S)NC1CCCCC1)c1ccc(F)cc1
  5% | -24% | 27% | -3% | 21%[12.7 µM] | -21% | u | -11% | -14%
> CCc1ccc(N2C(=O)N(CC(=O)C(C)(C)C)c3ccccc3S2(=O)=O)cc1
  2% | 1% | 36%[activator] | -3%[60.1 µM] | 0%[59 µM] | -15% | 0% | x | -5%
> Cc1[nH]c(=S)[nH]c(=O)c1CCCO
  -20% | -1% | 65%[activator] | -4% | 71µM* | -11% | -16% | 1% | -3%
> COc1ccc(N=C2SC(C(=O)Nc3ccc(F)cc3)CC(=O)N2C)cc1 (stereo unspecified)
  -14% | u | 96%[activator] | 0% | x | -26% | -6% | 10% | -12%
> CN(C)CCC(=O)c1ccc(F)cc1
  1% | -2% | 22% | -4% | u | -9% | -1% | 2% | -1%
> CSCc1ccc(C(=O)N2CCC(CCC(=O)N(C)Cc3ccccc3)CC2)o1
  10% | -13% | 8% | 4% | 26% | -14% | 3% | 21% | -6%
> COC(=O)CNC(=O)CNC(=O)Nc1ccccc1
  12% | 4% | 21% | -6% | 9%[59 µM] | -16% | 10% | -1% | 0%
> CC[C@]12c3[nH]c4ccccc4c3CCN1C(=O)C(CC(=O)NCC13CC4CC(CC(C4)C1)C3)C[C@@H]2C(=O)N1CCN(C(=O)C2CC2)CC1 (stereo partly specified)
  x | x | 11% | -6% | x | -24% | x | -11% | x
> COC(=O)c1ccccc1NC(=O)CN(C1CCCCC1)S(C)(=O)=O
  8% | -11% | 17% | 1% | -12%[59 µM] | -5% | 6% | -4% | -2%
> O=C(Nc1nncs1)c1cc2c(s1)CCC2
  -10% | -3% | -4% | -1% | u | -2% | -18% | 3% | -1%
> O=C(Nc1ncnc2c1ncn2C1OC(COC(=O)c2ccccc2)C(F)C1O)c1ccccc1 (stereo unspecified)
  3% | u | 11% | -2% | -26% | -15% | 0% | 1% | 3%
> O=C(NC(Cc1ccc(O)cc1)C(=O)O)/C(=C/c1ccccc1)NC(=O)c1ccccc1 (stereo unspecified)
  26% | 4% | u | -13% | 0% | u | -15% | 19% | -7%
> Cc1cc(NC(=O)COc2ccc3oc4ccccc4c3c2)no1
  2% | -12% | -3% | 4% | 23% | -13% | 20% | 1% | -3%
> COc1ccc(Nc2nnc(-c3ccc(O)cc3)c3ccccc23)cc1C(N)=O
  u | -7% | -10% | -5% | -9% | -6% | -14% | 1% | -11%
> O=[N+]([O-])c1ccccc1OCCCCN1CCCCC1
  4% | -11% | -11%[58.9 µM] | 4% | -12% | 3% | 6% | 6% | -1%
> Cc1ccc(NC(=O)CSc2nnc(-c3n[nH]c4ccccc34)n2-c2ccccc2)c(C)c1
  12% | -11% | -6% | -12% | -1% | -3% | 6% | -5% | -3%

Next records follow:
The line under a structure holds: POLB inh | Anesthetic bind | Pol iota inh | POLK inh | G9a inh | POLH inh | BAZ2B block | APEX1 inh | BLM helicase inh
> CC(OC(=O)Cn1cc(C(F)(F)F)ccc1=O)C(=O)N(C)c1ccccc1 (stereo unspecified)
  x | x | 72%[activator] | 1% | x | -16% | x | 42%[activator] | x
> COc1ccccc1NS(=O)(=O)c1ccc(NC(=O)c2nc3nc(C)cc(C(F)F)n3n2)cc1
  -27% | u | 33%[activator] | -3% | 2%[59 µM] | -10% | -18% | 0% | -2%
> Cn1cnc(S(=O)(=O)N2CCC(C(=O)N3CCN(c4cccc(C(F)(F)F)c4)CC3)CC2)c1
  0% | 2% | 13% | 0%[60.1 µM] | 20%[59 µM] | -18% | -3% | x | 0%
> O=c1cc(N2CCC3(CC2)OCCO3)[nH]c(=O)n1-c1ccc(Cl)cc1
  3% | -5% | -11% | -9% | -20% | -3% | -25% | -3% | 2%

Two entries from above, as labelled records.
> Cn1cnc(S(=O)(=O)N2CCC(C(=O)N3CCN(c4cccc(C(F)(F)F)c4)CC3)CC2)c1
  POLB inh = 0%; Anesthetic bind = 2%; Pol iota inh = 13%; POLK inh = 0%[60.1 µM]; G9a inh = 20%[59 µM]; POLH inh = -18%; BAZ2B block = -3%; APEX1 inh = x; BLM helicase inh = 0%

> CC(OC(=O)Cn1cc(C(F)(F)F)ccc1=O)C(=O)N(C)c1ccccc1 (stereo unspecified)
  POLB inh = x; Anesthetic bind = x; Pol iota inh = 72%[activator]; POLK inh = 1%; G9a inh = x; POLH inh = -16%; BAZ2B block = x; APEX1 inh = 42%[activator]; BLM helicase inh = x
